hcGAS lum – Primary biochemical luminescence assay for human cyclic GMP-AMP synthase inhibitors | 0.081% of 290,000 active | inhibition, % at 12.5 µM | Q8N884 | AID 1259398, 2018 | recombinant h-cGAS, ATP depletion, Kinase-Glo luminescence;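 note: 0% = vehicle reaction and 100% = reaction without DNA for no activity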
Target sequence (Q8N884 whole entry, looked up): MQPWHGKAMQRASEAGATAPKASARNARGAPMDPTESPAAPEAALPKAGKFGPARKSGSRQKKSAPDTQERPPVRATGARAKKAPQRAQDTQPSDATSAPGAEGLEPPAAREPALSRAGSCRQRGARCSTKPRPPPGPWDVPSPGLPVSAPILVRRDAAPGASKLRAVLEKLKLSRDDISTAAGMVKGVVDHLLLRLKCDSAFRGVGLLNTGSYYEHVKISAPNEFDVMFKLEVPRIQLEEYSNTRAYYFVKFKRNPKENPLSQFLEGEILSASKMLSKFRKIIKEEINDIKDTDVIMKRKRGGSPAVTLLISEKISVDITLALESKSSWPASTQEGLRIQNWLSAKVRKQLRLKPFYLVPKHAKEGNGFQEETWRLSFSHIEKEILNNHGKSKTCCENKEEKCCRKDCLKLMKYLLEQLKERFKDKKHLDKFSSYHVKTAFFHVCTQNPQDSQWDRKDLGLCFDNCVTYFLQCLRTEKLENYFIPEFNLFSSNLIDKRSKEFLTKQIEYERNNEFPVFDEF
NPYLR7 agonist – agonists of mosquito NPYLR7 receptor, primary screen, cell-based, Aedes aegypti, calcium fluorescence, mosquito biting behavior; Aedes aegypti neuropeptide Y-like receptor 7 (NPYLR7); HEK293T NPYLR7/Galpha15, GCaMP6s calcium fluorescence; activation, % at 10 µM; 0.15% of 270,000 active; AID 1259423, 2018; in the data active = activation above about 40%;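 note: 0% = vehicle and 100% = reference agonist at the receptor; some compounds past the cut are filed as inactive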
mcGAS inh – cyclic GMP-AMP synthase inhibitors, mouse, primary biochemical chemiluminescence | recombinant cGAS, Kinase-Glo ATP depletion luminescence | Q8C6L5 | 0.15% of 160,000 active | inhibition, % at 12.5 µM;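 note: 0% = negative control wells and 100% = reference inhibitor with no enzyme activity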
Starred values were filed as active, the others as inactive; · = not tested or not shown; & = joins results of further samples. Cut-off read from the data, not from the text of the source, unless noted: active = inhibition above about 40%; inactive = the rest.

SMILES | hcGAS lum | NPYLR7 agonist | mcGAS inh
Cc1ccc(C2c3cccn3-c3ccccc3N2C(=O)CN(C(=O)c2ccc(C(F)(F)F)cc2)C(C)C)cc1 (centres undefined) | -3 | 2 | -4
O=C(c1ccco1)N(Cc1cccnc1)Cc1nccn1Cc1cccc(C(F)(F)F)c1 | -6 | 0 | -6
Cc1ccsc1C=NN1CCN(C)CC1 | -4 | 4 | -6
Cc1oc(-c2ccc(NC(=O)Cc3ccccc3)cc2)nc1CNC(=O)c1c(F)ccc(F)c1F | -4 | 19 | -11
CCC(Oc1ccccc1)C(=O)N1CCC(c2ccccc2OC)CC1 (centres undefined) | -1 | 1 | ·
COC[C@H]1C[C@H]2C[C@H](OC(=O)c3ccnn3C)[C@@H](NC(=O)c3ccnn3C)[C@@]2(O)CO1 | 1 | 16 | -4
CCc1ccc(N2CC(C)Cn3c2nc2c3c(=O)n(CC(C)=O)c(=O)n2C)cc1 (centres undefined) | -8 | 0 | -2
CC(=O)c1ccc(NC(=O)c2occc2-c2cccs2)cc1 | -6 | 10 | -14
CC(C)(C)C(=O)N1CCN(CC(OCc2c(F)cccc2F)c2ccc(Cl)cc2)CC1 (centres undefined) | -3 | · | -5
Cc1ccc(/C=C2\Oc3cc(OCc4ccc([N+](=O)[O-])cc4)ccc3C2=O)o1 | -1 | -11 | 1
CCc1ccc2occ(CC(=O)NCc3n[nH]c4c3CCC4)c2c1 | -8 | -1 | -17
COc1ccc2c(c1)OC[C@@H](Cc1ccc(OC)c(OC)c1)[C@H]2O | -5 | -12 | -4
CCC(C)NC(=O)CN1CCN(C(=O)Nc2cccc(C)c2C#N)CC1 (centres undefined) | -2 | -5 | ·
CCOC(=O)CSc1nnc2n3ncnc3c3c4c(sc3n12)CC(C)CC4 (centres undefined) | 4 | 2 | -3
Nc1c(C(=O)Nc2cccc(C(F)(F)F)c2)c2ccccn2c1C(=O)c1ccccc1 | 1 | -4 | 3
O=C(OCc1cc(-c2ccc(F)cc2)on1)C1CC1 | 0 | 1 | ·
CC1(C(=O)NS(=O)(=O)c2ccc(F)cc2F)CCN1C(=O)c1cccc2ccccc12 (centres undefined) | -11 | 2 | ·
NC1=NC(=O)C2(COC(c3cc(Br)c(Br)o3)OC2)S1 (centres undefined) | -1 | 11 | ·
CCCN(Cc1cccnc1)C(=O)c1cccc(C(=O)OC)c1 | -2 | -2 | ·
CCOC(=O)c1csc(CSc2nnc(-c3cccc(C)c3)n2-c2ccccc2)n1 | -3 | · | -5
C[C@@H]1NC(=O)NC1=O | -3&-8 | -2&0 | -7&-5
O=C(COC(=O)C=CC(=O)OCC(=O)NC1CCCC1)NC1CCCC1 | -4 | 1 | ·
COc1ccccc1N1CCN(C(=O)c2cc(-c3ccccc3F)n3nc(C(C)(C)C)cc3n2)CC1 | -4 | 9 | -6
O=C(NC(c1ccccn1)C(F)(F)F)c1cn(-c2ccccc2)nn1 (centres undefined) | -4 | 8 | ·
CCOC(=O)C1CCCN(C(=O)c2nn(-c3cccc(C)c3)c(=O)n(Cc3ccc(C(F)(F)F)cc3)c2=O)C1 (centres undefined) | -5 | 11 | -5
CC(c1ccncn1)N(C)C(=O)CCNC(=O)c1ccccc1F (centres undefined) | -5 | 4 | -8
CCn1c(SCC(=O)N(CCC#N)CCC#N)nc2ccccc2c1=O | 2 | -7 | ·
Cc1nc(SCC(=O)N(C)C2CCCc3ccccc32)c(C#N)c(C)c1C (centres undefined) | 4 | -1 | ·
CC(C1CC1)n1nccc1NC(=O)CN1CCCc2ccccc21 (centres undefined) | -18&-8 | 1&-5 | ·
COc1ccc(CSc2nnc(-c3ccccc3Cl)n2-c2ccc(C)cc2)cc1 | -9 | · | -6
CCOC(=O)c1ccc(NC(=O)NCc2nnc(SCc3ccccc3C)n2-c2cc(Cl)ccc2Cl)cc1 | -10 | -2 | -5
COc1ccc(N(C)S(=O)(=O)c2cc(C(=O)O)c(C)cc2C)cc1OC | 2 | 12 | 1
O=C(O)c1ccc(-n2cccn2)nc1 | 0 | -2 | -3
CCOC(=O)C1(Cc2ccc(F)cc2)CCCN(C(=O)c2cn3c(C)cccc3n2)C1 (centres undefined) | -4 | 3 | ·
CCOC(=O)c1ccc(OC2CC3CCC(C2)N3C(=O)c2ccc(CSc3nc(-c4ccccc4)cs3)cc2)cc1 (centres undefined) | -13 | 9 | -7
C=CCn1c(-c2ccc(OC)c(OC)c2)n[nH]c1=S | -5 | -7 | ·

Arranged by heavy-atom count (rising): part of the list above
SMILES | hcGAS lum | NPYLR7 agonist | mcGAS inh
C[C@@H]1NC(=O)NC1=O | -3&-8 | -2&0 | -7&-5
O=C(O)c1ccc(-n2cccn2)nc1 | 0 | -2 | -3
NC1=NC(=O)C2(COC(c3cc(Br)c(Br)o3)OC2)S1 (centres undefined) | -1 | 11 | ·
CCCN(Cc1cccnc1)C(=O)c1cccc(C(=O)OC)c1 | -2 | -2 | ·
CC(C1CC1)n1nccc1NC(=O)CN1CCCc2ccccc21 (centres undefined) | -18&-8 | 1&-5 | ·
O=C(NC(c1ccccn1)C(F)(F)F)c1cn(-c2ccccc2)nn1 (centres undefined) | -4 | 8 | ·
O=C(COC(=O)C=CC(=O)OCC(=O)NC1CCCC1)NC1CCCC1 | -4 | 1 | ·
Cc1nc(SCC(=O)N(C)C2CCCc3ccccc32)c(C#N)c(C)c1C (centres undefined) | 4 | -1 | ·
COc1ccc(CSc2nnc(-c3ccccc3Cl)n2-c2ccc(C)cc2)cc1 | -9 | · | -6
CCOC(=O)c1csc(CSc2nnc(-c3cccc(C)c3)n2-c2ccccc2)n1 | -3 | · | -5
CC1(C(=O)NS(=O)(=O)c2ccc(F)cc2F)CCN1C(=O)c1cccc2ccccc12 (centres undefined) | -11 | 2 | ·
COc1ccccc1N1CCN(C(=O)c2cc(-c3ccccc3F)n3nc(C(C)(C)C)cc3n2)CC1 | -4 | 9 | -6
CCOC(=O)c1ccc(NC(=O)NCc2nnc(SCc3ccccc3C)n2-c2cc(Cl)ccc2Cl)cc1 | -10 | -2 | -5
CCOC(=O)C1CCCN(C(=O)c2nn(-c3cccc(C)c3)c(=O)n(Cc3ccc(C(F)(F)F)cc3)c2=O)C1 (centres undefined) | -5 | 11 | -5
CCOC(=O)c1ccc(OC2CC3CCC(C2)N3C(=O)c2ccc(CSc3nc(-c4ccccc4)cs3)cc2)cc1 (centres undefined) | -13 | 9 | -7

Other structures
SMILES | hcGAS lum | NPYLR7 agonist | mcGAS inh
Cc1cc(C)cc(-c2nc3ccccn3c2NC(=O)Cc2ccc(F)cc2)c1 | -9 | -2 | -9
CCCCc1nn2c(=O)c(NC(=O)c3ccccc3)cnc2s1 | -18 | 1 | -9
COC(=O)C1=C(C)NC(C)=C(C(=O)OC)C1c1cc(Cl)ccc1OC(F)F | -2 | 1 | -3
Cc1cc(-n2cnnc2C(O)c2ccccc2)n(C)n1 (centres undefined) | -2 | 13 | ·
COc1ccc(CCN(C)CCc2ccc(OC)c(OC)c2)cc1OC | -4 | 1 | -5
CC1CCCC2(C1)OCC(C(=O)NCc1ccco1)N2C(=O)c1cccc(C(F)(F)F)c1 (centres undefined) | -6 | 0 | -9
CCOc1nc(-c2ccc(C(F)(F)F)cc2)n(-c2cccc(NC(=O)c3cccc(OC)c3)c2)n1 | 2 | -3 | 2
O=C(c1ccc([N+](=O)[O-])cc1)N1CCN(c2nc(Cc3ccccc3)nc3c2cnn3-c2ccccc2)CC1 | -4 | 7 | -3
COc1ccccc1CNC(=O)CN[C@@H]1C[C@@H]2C[C@H]([C@H]1C)C2(C)C | -5 | 15 | -8
CC(C)n1ccc2nc3ncnn3c(-c3ccccc3)c2c1=O | -4 | -13 | ·
COC(=O)CN(CC(=O)Nc1ccc(C)c(C)c1)Cc1cnn(C)c1 | 2 | 3 | -7
COc1ccc(NC(=O)Cn2c(=O)n(-c3ccccc3Cl)c(=O)c3ccccc32)cc1OC | -10 | 17 | -6
Clc1ccc(CSc2nnc(C3CCCCC3)n2-c2ccccc2)cc1 | -1 | · | -2
CCOC(=O)[C@H]1C[C@@H]2O[C@H]1[C@H]1CN(C(=O)N3CCOCC3)C[C@H]1[C@@H]2O | 5 | 2 | -9
COc1c(F)cc(CN2CCN(c3nc(C)ncc3C)CC2)cc1Cl | -6 | 23 | -9
CCOC(=O)CN([C@H]1C[C@H]2CCOC[C@H]2C1)S(=O)(=O)c1ccccc1 | 1 | 3 | -10
CN(C)C(=O)CN1C(=O)[C@]2(C)[C@H](c3ccccc31)[C@@H](C(N)=O)CN2C(=O)c1ccccc1 | -5 | 30 | -5
CCOC(=O)C1=C(C)C2(Br)C3C(=O)N(Cc4ccccc4)C(=O)C3C1(C)C1C(=O)N(Cc3ccccc3)C(=O)C12 (centres undefined) | -2 | -3 | ·
CN1C(=O)C2(CCN(C(=O)NCc3ccco3)CC2)c2ccccc21 | -5 | 4 | ·
CC(C)COc1nc(-c2ccc(F)cc2)n(-c2ccc(NC(=O)c3ccco3)cc2)n1 | -2 | 36 | -9
CCC1CCCC(NC(=O)C(=O)Nc2ccc3c(c2)CCO3)C1 (centres undefined) | -7 | 11 | ·
Cc1nn(CC(=O)Cc2c(F)cccc2Cl)c(=O)c(C#N)c1C | -2 | 8 | ·
CC(=O)Nc1c(-c2ccc3c(c2)OCO3)c(=O)c2ccccc2n1C | -5 | 5 | ·
Cc1csc(CN(C)C(=O)c2ccc3oc(Cc4ccc(Cl)cc4)nc3c2)n1 | -9 | 6 | ·

Profiles from above. Screens in order: hcGAS lum, NPYLR7 agonist, mcGAS inh
Record of `COc1c(F)cc(CN2CCN(c3nc(C)ncc3C)CC2)cc1Cl` : -6, 23, -9
Record of `CCC(Oc1ccccc1)C(=O)N1CCC(c2ccccc2OC)CC1` (centres undefined) : -1, 1, ·
Record of `Cc1cc(C)cc(-c2nc3ccccn3c2NC(=O)Cc2ccc(F)cc2)c1` : -9, -2, -9

Additional results follow.
SMILES | hcGAS lum | NPYLR7 agonist | mcGAS inh
Cc1ccnn1-c1cccc(NC(=O)NCCN2CCOCC2)c1 | -7 | 9 | ·
CCC(C)(NC(=O)c1ccc(C)s1)c1nccs1 (centres undefined) | -6 | 6 | ·
Cc1ccc(C(=O)N2CCCC(Nc3ccc(F)cc3)C2)c(=O)[nH]1 (centres undefined) | -13 | 8 | ·
CC(C)(O)C#Cc1ccc(CN2CCC(N)(C(=O)O)C2)s1 (centres undefined) | -5 | · | -15
Cc1ccc(S(=O)(=O)Nc2ccccn2)c(C)c1C | -3 | -1 | -8
CC(=O)N1N=C(c2ccccc2)OC1C(=O)N[C@@H]1CCSC1=O (some centres undefined) | -10 | 8 | ·
COc1cccc(Cn2c(=O)c(C(=O)NCCN(C)C)nn(-c3ccc(C(F)(F)F)cc3)c2=O)c1 | -4 | 18 | -5
O=C(Nc1cccc(-n2cccn2)c1)C1CCCN1C(=O)Cn1cccn1 (centres undefined) | -14 | 6 | ·
CC1c2ccsc2CCN1Cc1nnc(-c2ccccc2Cl)o1 (centres undefined) | -6 | 1 | ·
Cc1ccc(C2(O)CCN(CCC(=O)c3ccc(F)cc3)CC2)nc1 | -2 | 4 | -7
O=C(CSc1nc2c(c(=O)n1Cc1ccccc1)SCC2)N1CCOCC1 | -6 | -1 | -6
O=C(Nc1cccc(Oc2ccccc2)c1)C1CC=CCC1C(=O)N1CCc2c([nH]c3ccccc23)C1 (centres undefined) | 1 | -10 | -4
O=C(CC1Sc2ccccc2NC1=O)NCCCCOc1ccccc1 (centres undefined) | -6 | -7 | ·
O=C(c1cccc(Cl)c1)C1CCCN(S(=O)(=O)c2cccc3cccnc23)C1 (centres undefined) | -2 | -3 | ·
NNc1nc2c(c(=O)[nH]1)C1(CCCC1)Cc1ccccc1-2 | -8 | -11 | ·
C#CCn1c(=NC(=O)c2ccnn2C)sc2c(OC)ccc(OC)c21 | 0 | · | -7
Cn1c(=O)n(C)c2cc(Cn3ccnc3-c3ccc(CO)o3)ccc21 | -7 | 15 | ·
C=CCNCc1csc(COc2cccc(C)c2C)n1 | 4 | -8 | ·
CCOC(=O)c1cc(CCC(C)C)n(-c2ccc(C(=O)N3CCSCC3)cc2)n1 | -8 | -5 | -7
O=C(CCC(=O)c1cccs1)OCC(=O)C12CC3CC(CC(C3)C1)C2 | -4 | 3 | ·
CC(CNC(=O)C(N)=O)N(C)c1ccccc1 (centres undefined) | -8 | -3 | -12
COCc1cc(C)nc(OCC(=O)N/N=C\c2ccc(OCc3ccccc3)cc2)c1C#N | -3 | 4 | -5
Cc1ccc(COc2coc(CN3CCc4ccccc43)cc2=O)cc1 | -5 | 0 | -6
Cc1cccc(-n2c(C3(c4ccc(Cl)cc4)CCC3)n[nH]c2=S)c1 | -5 | 22 | -4

Screening results (PubChem)
